Screening results as filed in PubChem BioAssay.
Apaf-1 inh: inhibitors of human Apaf-1 apoptosome | O14727 | reconstituted apoptosome caspase-3 activity, DEVD-Rh110 fluorescence | inhibition, % at 20 µM | 330,000 compounds, 0.71% hits | AID 489030; active means inhibition of at least 40% at 20 µM;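 further: plate controls were DMSO wells for no effect and DEVD-CHO caspase inhibitor wells for full effect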
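Medium: Hepes buffer, pH 7.5 / System: biochemical Apaf-1 apoptosome reconstitution / Measured by: Rh110 fluorescence, excitation 480 nm, emission 540 nm / Times: compound with Apaf-1, dATP, procaspase-3 30 min, then 50 min reaction, room temperature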
SENP8 block-1: inhibitors of human SENP8 protease. purified SENP8, Z-RLRGG-aminoluciferin cleavage, luminescence. inhibition, % at 10 µM. AID 2540. 330,000 compounds, 1.2% hits; in the data active means inhibition above about 50%
Target sequence (Q96LD8 whole entry, looked up): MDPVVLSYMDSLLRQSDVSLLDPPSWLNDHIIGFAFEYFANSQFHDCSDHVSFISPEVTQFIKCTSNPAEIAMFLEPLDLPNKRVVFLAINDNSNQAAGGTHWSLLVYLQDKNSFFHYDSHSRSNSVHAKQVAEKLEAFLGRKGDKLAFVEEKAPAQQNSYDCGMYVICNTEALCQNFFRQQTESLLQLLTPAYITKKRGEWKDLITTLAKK
NALP3 yeast inh: NALP3 inhibition in yeast; inhibition, % at 10 µM; Yeast reconstituted NLRP3/ASC/caspase-1, beta-gal luminescence, 24 h; 330,000 compounds, 0.39% hits;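 active means inhibition of 50% or more; inactive means inhibition below 50%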;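 further: plate controls were induced DMSO wells for no effect and uninduced yeast grown without galactose for full effect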
SENP7 block: inhibitors of human SENP7 protease. 330,000 compounds, 1.5% hits. recombinant SENP7, Z-RLRGG-aminoluciferin luminescence, 40 min. Q9BQF6. inhibition, % at 5 µM;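 active means inhibition above about 50% at the single test dose, limit read from the data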;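 further: plate controls were DMSO with enzyme for no effect and no enzyme buffer wells for full effect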
Target sequence (Q9BQF6 706-1050 limits assumed): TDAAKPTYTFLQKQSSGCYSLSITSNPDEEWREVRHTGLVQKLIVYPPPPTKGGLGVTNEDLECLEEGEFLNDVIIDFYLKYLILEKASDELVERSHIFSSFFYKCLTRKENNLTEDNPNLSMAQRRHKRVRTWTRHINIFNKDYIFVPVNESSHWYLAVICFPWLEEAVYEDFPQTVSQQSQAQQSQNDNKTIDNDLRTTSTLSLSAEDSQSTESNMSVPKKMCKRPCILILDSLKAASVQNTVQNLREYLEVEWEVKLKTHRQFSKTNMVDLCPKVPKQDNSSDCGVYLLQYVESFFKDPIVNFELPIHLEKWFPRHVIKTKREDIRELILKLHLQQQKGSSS
PfG6PD inh: PfG6PD (Plasmodium falciparum) enzyme inhibition. PfGluPho enzyme, NADPH resazurin-diaphorase fluorescence. inhibition, % at 20 µM. 350,000 compounds, 0.78% hits. AID 504690;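 active means inhibition reaching at least a set limit at 20 µM in the primary screen, cut at about 59% in these data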;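 further: 0% = DMSO wells with substrate and 100% = DMSO wells lacking glucose-6-phosphate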
SENP8 block-2: blocks human SENP8 cleavage of Nedd8 substrate; AID 602440; 360,000 compounds, 0.64% hits; Q96LD8; recombinant SENP8, Nedd8 substrate fluorescence; inhibition, % at 20 µM; in the data active means inhibition mostly above about 40%, no sharp cut-off; inactive means mostly below about 27%
SENP1 FRET inh: blocks the human SENP1 SUMO protease catalytic domain; recombinant SENP1 catalytic domain, CyPet-SUMO1-YPet FRET cleavage; inhibition, % at 10 µM; 360,000 compounds, 0.21% hits; AID 624204;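 active means inhibition at least 30% at 10 µM, raw YFP signal under a set limit, fluorescence ratio 0.5 to 1.5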;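 further: 0% = enzyme with DMSO and 100% = no enzyme wells; some results filed as inactive read as strong as hits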
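Controls: no-enzyme wells low, DMSO-plus-enzyme wells high control. Test system: human recombinant His6-tagged SENP1 catalytic domain enzyme. Reagent: SFCypet-SUMO1-SFYpet FRET protein substrate, 25 nM final. Doses: one dose per compound, 10 µM, 0.5% DMSO. Detection: FRET, CFP and YFP emission. Timing: 50 min reaction at room temperature.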
SENP6 block: blocks the human protease SENP6; 330,000 compounds, 1.8% hits; Q9GZR1; Recombinant SENP6 catalytic domain, aminoluciferin luminescence; inhibition, % at 10 µM; AID 2599;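 active means inhibition above about 50% at the single tested dose, limit read from the data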;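 further: plate controls were DMSO wells with enzyme for no effect and DMSO wells lacking enzyme for full effect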
Target sequence (Q9GZR1 628-1112 limits assumed): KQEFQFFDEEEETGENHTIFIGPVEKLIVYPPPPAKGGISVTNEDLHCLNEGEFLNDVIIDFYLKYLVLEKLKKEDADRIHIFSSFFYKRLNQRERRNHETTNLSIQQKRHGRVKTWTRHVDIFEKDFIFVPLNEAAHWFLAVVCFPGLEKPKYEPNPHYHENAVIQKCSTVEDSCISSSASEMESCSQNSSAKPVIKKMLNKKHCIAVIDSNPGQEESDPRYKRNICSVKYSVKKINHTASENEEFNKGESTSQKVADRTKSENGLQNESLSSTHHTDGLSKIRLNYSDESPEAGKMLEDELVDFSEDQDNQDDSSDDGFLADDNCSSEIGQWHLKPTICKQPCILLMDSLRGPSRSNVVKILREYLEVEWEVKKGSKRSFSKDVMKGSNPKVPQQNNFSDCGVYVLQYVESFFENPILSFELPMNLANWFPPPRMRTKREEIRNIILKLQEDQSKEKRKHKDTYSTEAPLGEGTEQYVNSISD
HKDC1 inhibitor: HKDC1 (human) hexokinase inhibition; Q2TB90; 340,000 compounds, 0.16% hits; AID 493160; recombinant HKDC1, G6PDH/diaphorase resazurin coupled fluorescence; inhibition, % at 20 µM;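 active means inhibition above about 35% when tested at 20 µM, limit read from the data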;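 further: plate controls were DMSO wells with enzyme for no effect and DMSO wells lacking enzyme for full effect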
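Incubation: 90 min at room temperature in dark / Material: recombinant HKDC1 (HK5) hexokinase enzyme, produced in-house / Quantity: enzyme 5 µg/mL final / Compound: one dose of 20 µM, 1% DMSO / Reagent: glucose and ATP substrates / Buffer or medium: Tris pH 8.0 buffer with MgCl2, Tween-20, BSA, BME / Technique: resorufin fluorescence at 613 nm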
Starred values were filed as active, the others as inactive; i = inactive; nt = not tested or not shown; & = joins results of further samples.

Each structure is followed by: Apaf-1 inh	SENP8 block-1	NALP3 yeast inh	SENP7 block	PfG6PD inh	SENP8 block-2	SENP1 FRET inh	SENP6 block	HKDC1 inhibitor
- CC1Cc2ccccc2N1Cc1cccc([N+](=O)[O-])c1 (stereo not given)
    12.4	-11.0	0.1	-10.7	5.3	5.3	-0.5	6.5	1.4
- Nc1ccc2nc(SCC(=O)Nc3ccc(N4CCOCC4)c(Cl)c3)sc2c1
    10.9	-5.4	-1.6	-3.4	46.4	9.3	-2.3	-0.4	10.2
- CN(C)c1nc(Oc2ccc(=O)[nH]n2)nc(N2CCOCC2)n1
    -2.1	3.4	5.7	6.9	-6.4	17.0	-0.7	1.3	-8.8
- CC(/C=C/c1ccc2c(c1)OCO2)=N/NC(=O)C1COc2ccccc2O1 (stereo not given)
    19.7	-9.6	30.4	6.0	nt	nt	nt	13.5	nt
- CS(=O)(=O)c1nc(-c2ccc(Br)cc2)cc(-c2ccccc2)c1C#N
    47.4*	-8.8	5.9	-1.1	1.7	-89.4	2.0	-38.0	9.9
- COc1ccc2c(c1)c(=O)oc1c(C)c(OC(C)C(=O)NCC3CCC(C(=O)O)CC3)ccc12 (stereo not given)
    0.8	-8.9	3.9	13.9	9.4	-186.7	-2.2	-5.3	3.5
- COC(=O)/C=c1/s/c(=C(/C#N)C(=O)N2CCOCC2)n(-c2ccccc2)c1=O
    -0.6	-7.4	8.1	-7.5	-5.8	2.2	1.8	-4.3	0.2
- CC(C)OCCCNc1ccc(N2C(=O)CCCC2=O)cc1[N+](=O)[O-]
    -3.6	-0.1	16.1	1.0	-18.5	23.2	2.5	-0.5	-4.1
- C=CCn1c(Sc2nc(C)cs2)nc2c1c(=O)[nH]c(=O)n2C
    -6.5	3.2	-9.5	0.7	-13.6	6.5	0.1	-6.5	8.9
- Cc1ccc(NS(=O)(=O)c2ccc(OCC(=O)NCC3CCCO3)cc2)cc1 (stereo not given)
    7.3	-4.7	6.5	-6.3	-11.3	21.7	2.2	-24.3	-8.6
- COC(=O)/C=C1/N/C(=N\c2nc(C)cc(C)n2)N(c2cccc(C)c2)C1=O
    -3.4	-3.8	0.3	2.0	-14.5	15.9	0.4	-41.8	-8.9
- CNC(=S)N(C)[C@H]1c2c(ccc3ccccc23)OC[C@H]1CO
    2.7	1.9	8.7	1.3	4.6	-1.0	-1.0	0.0	-6.6
- Cn1c(Cn2nnc3ccccc32)nnc1SCC(=O)N1CCc2ccccc21
    -6.7	-4.2	10.6	2.6	-11.3	25.1	2.1	6.6	13.9
- CC1CCN(C(=O)CSCc2ccc(Cl)cc2)CC1
    10.3	-7.9	17.8	3.0	0.1	23.9	-0.1	-12.0	-1.1
- Cc1onc(-c2ccccc2Cl)c1C(=O)N1CCN(C(=O)c2ccco2)CC1
    11.5	-1.2	23.3	5.7	-1.9	19.6	-6.7	-32.6	3.6

The results go on:
Each structure is followed by: Apaf-1 inh	SENP8 block-1	NALP3 yeast inh	SENP7 block	PfG6PD inh	SENP8 block-2	SENP1 FRET inh	SENP6 block	HKDC1 inhibitor
- c1cn2c(NC3CCCCC3)c(-c3ccc(SC4CCCCC4)cc3)nc2cn1
    37.5	-6.1	11.4	4.6	31.7	-492.2	-26.2&-19.1	-11.3	5.9
- O=C(NCC(=O)N1CCN(S(=O)(=O)c2ccccc2F)CC1)c1ccc2ccccc2c1
    9.7	13.0	15.9	3.5	-24.6	-1.7	2.4	-6.8	-0.7
- CCOC(=O)C1=C(N)Oc2cc(O)ccc2C1c1ccccc1 (stereo not given)
    10.2	-2.3	14.0	4.8	4.9	12.8	-78.0	-6.1	6.3
- COc1ccccc1-n1c(SCC(=O)N2CCCC2)nc2cccnc21
    -5.6	7.7	1.5	-1.1	-18.1	5.4	-2.3	0.5	1.9
- CCOc1ccc2nc(SCC(=O)NC3CCS(=O)(=O)C3)[nH]c2c1 (stereo not given)
    -0.8	7.3	-3.4	1.5	9.1	28.7	2.2	7.0	-6.0
- CC(C)Cn1c(/C=C/c2ccco2)nc2ccccc21
    18.2	11.2	7.1	-3.2	7.7	-347.9	-27.1	8.4	2.1
- COc1ccc2cc(C(=O)Nc3ccc(Cl)cc3)sc(=O)c2c1OC
    -46.3	2.3	18.0	5.5	-3.0	-104.1	-6.7	-8.1	10.3
- COc1ccc(OCC(=O)NNC(=S)NC(=O)c2ccc(Br)o2)cc1
    4.4	16.4	16.9	-3.7	-9.2	6.5	-0.4	-8.3	-6.4
- Cc1cccnc1NC(=O)CNC(=O)COc1ccccc1
    -5.8	7.6	0.6	-2.1	-5.7	12.0	-1.4	5.3	-6.2
- O=C1OC(c2ccccc2)=C/C1=C/N1CCCCC1
    -12.5	-4.4	12.3	3.0	15.1	6.4	-3.2	5.5	-6.8
- CNC(=S)N1CCC(n2cnc3ccccc32)CC1
    0.8	5.6	14.3	-0.3	-5.0	9.6	3.4	-11.1	-10.2
- Cc1cc(C)n(-c2nc3ccccc3c(=O)n2OCC(=O)Nc2c(C)cccc2C)n1
    -10.7	7.6	20.0	-1.8	-9.0	21.7	-1.2	-8.9	4.1
- COc1ccc(CCNC(=O)CSc2nc(C)cc(C)n2)cc1OC
    -3.2	0.4	-8.0	1.3	2.9	24.6	1.4	-5.0	0.1
- CCOC(=O)c1sc(NC(=O)c2cc(-c3ccc(C)cc3)nc3ccccc23)c(C#N)c1C
    15.6	0.6	4.3	0.9	55.4	-23.3	24.6	7.1	-6.7
- COc1ccc(C(CC(=O)NCc2ccccc2)Sc2n[nH]c(-c3ccccc3)n2)cc1 (stereo not given)
    4.1	5.5	2.9	-1.2	-16.1	12.5	2.0	-2.3	7.4

The list goes on:
Each structure is followed by: Apaf-1 inh	SENP8 block-1	NALP3 yeast inh	SENP7 block	PfG6PD inh	SENP8 block-2	SENP1 FRET inh	SENP6 block	HKDC1 inhibitor
- CCN(CC)S(=O)(=O)c1ccc(OC)c(NC(=O)c2cn(CC)c3nc(C)ccc3c2=O)c1
    4.7	6.9	6.0	8.5	-1.7	-2.9	-0.3	0.7	-6.8
- O=C(COC(=O)/C=C/c1cccc(Cl)c1)NCCc1ccccc1
    8.0	-3.9	-3.7	1.9	-4.7	7.2	1.6	-11.5	-6.1
- CCC(=O)Nc1ccc(NC(=O)CSc2nnnn2Cc2ccccc2)cc1C
    -9.8	6.6	9.9	-0.9	6.4	-1.1	-0.3	-2.8	-10.6
- CC(=O)Nc1ccc(S(=O)(=O)NNC(=O)COc2cccc3ccccc23)cc1
    -2.9	6.3	5.0	0.2	-12.8	8.4	1.9	6.8	-6.8
- COCCn1c(=NC(=O)c2nc3ccccc3s2)sc2cc(S(C)(=O)=O)ccc21
    18.0	-1.5	-13.6	-5.3	-12.6	-419.8	-32.4	-3.0	14.1
- S=c1[nH]nc(-c2ccncc2)n1/N=C/c1cn(-c2ccccc2)nc1-c1ccccc1
    4.6	-5.2	32.0	-3.7	8.8	13.7	1.6	-19.8	-3.9
- CC(Sc1nc(-c2ccc(F)cc2)cs1)C(=O)Nc1ccc(Cl)cn1 (stereo not given)
    15.3	2.9	-9.1	-4.4	5.0	16.1	2.3	-1.9	16.1
- FC(F)(F)c1cc(-c2ccco2)nc(NCCc2ccccc2)n1
    21.9	3.3	12.2	1.9	17.6	-234.7	-7.3	-6.2	1.8
- Cc1ccc(CCNC(=O)C2CCN(S(=O)(=O)N3CCCC3)CC2)cc1
    -8.4	-3.3	18.0	3.9	16.7	8.3	0.9	-20.7	-6.9
- Cc1cc(=O)oc2cc(NC(=O)C(C)N3C(=O)C4CCCCC4C3=O)ccc12 (stereo not given)
    1.6	4.1	14.0	-2.9	5.3	i	1.8	4.1	-4.0
- COc1ccccc1N1CCN(S(=O)(=O)CCNC(=O)c2ccc(Br)o2)CC1
    -0.2	0.8	10.8	-1.6	-21.4	15.4	0.8	-3.7	-6.5
- COc1ccc(NS(=O)(=O)c2cc(NC(=O)c3cc(F)c(F)cc3Cl)ccc2N2CCOCC2)cc1
    -1.3	-5.7	8.8	7.4	9.1	2.9	2.4	-2.3	-0.5
- CC(Sc1nn(-c2ccccc2)c(=S)s1)C(=O)NCC1CCCO1 (stereo not given)
    7.2	-2.5	14.5	-7.8	8.8	18.9	1.5	-4.9	-6.3
- CCCC(=O)Nc1cccc(Oc2nc(C)cc(C)c2C#N)c1
    -0.2	-6.8	7.1	4.6	-17.5	6.3	0.2	-9.7	-6.2
- CCOC(=O)CC1(NC(=O)c2cc(COc3ccc(F)c(F)c3)on2)CCCCC1
    32.0	-11.9	22.2	12.1	17.6	12.4	0.2	-10.1	-1.1

Limited to Apaf-1 inh, SENP8 block-1 and NALP3 yeast inh (3 entries from above):
SMILES,Apaf-1 inh,SENP8 block-1,NALP3 yeast inh
Cc1cc(=O)oc2cc(NC(=O)C(C)N3C(=O)C4CCCCC4C3=O)ccc12 (stereo not given),1.6,4.1,14.0
CC(Sc1nc(-c2ccc(F)cc2)cs1)C(=O)Nc1ccc(Cl)cn1 (stereo not given),15.3,2.9,-9.1
O=C(COC(=O)/C=C/c1cccc(Cl)c1)NCCc1ccccc1,8.0,-3.9,-3.7

Going on with the list:
Each structure is followed by: Apaf-1 inh	SENP8 block-1	NALP3 yeast inh	SENP7 block	PfG6PD inh	SENP8 block-2	SENP1 FRET inh	SENP6 block	HKDC1 inhibitor
- Cn1cc(/C=N\NC(=O)c2cccs2)c2ccccc21
    -8.0	-4.4	10.8	-2.1	36.2	-50.6	0.4	-32.7	-7.5
- COc1ccc(Nc2nc(OC)nc(N3CCOCC3)n2)cc1
    -30.2	0.7	13.8	-1.3	11.2	9.9	1.1	-21.5	-4.0
- CC(C)C[C@@]12C(=O)N(c3cccc(Cl)c3)C(=O)N1[C@H](c1ccc(Cl)cc1)[C@@H]1C(=O)N(C3CCCCC3)C(=O)[C@@H]12
    -0.2	0.9	18.9	-2.2	4.7	-3.6	7.9	-4.9	-1.1
- CCCn1nnnc1NCc1ccc(N(CC)CC)cc1
    -7.4	-5.0	10.7	-2.1	-6.6	8.8	-19.5	11.7	-7.8
- CCC(=O)Nc1cc(-c2nn(C)c(=O)c3ccccc23)ccc1OC
    1.2	-4.1	15.2	2.4	10.4	-61.3	2.3	-3.2	10.6
- CC1(C)NC(=O)N(CC(O)CNC23CC4CC(CC(C4)C2)C3)C1=O (stereo not given)
    -1.0	-2.4	-14.4	5.6	10.0	12.3	3.8	-16.4	-1.5
- O=[N+]([O-])c1cc(S(=O)(=O)N2CCOCC2)ccc1N1CCCC1
    -1.0	4.6	11.1	-0.4	-9.2	25.8	2.2	16.2	2.1
- COc1ccc(OC)c(C2C(C(C)=O)=C(O)C(=O)N2Cc2cccnc2)c1 (stereo not given)
    5.2	-6.2	1.2	-15.2	1.1	13.1	2.7	-17.5	-9.5
- COc1cc(/C=C2\OC(=O)c3c(OC)cccc32)ccc1O
    13.0	23.7	30.7	46.8	73.5*	-402.4	-17.8	64.4*	8.2
- O=C(/C=C/c1ccc([N+](=O)[O-])cc1)NCc1ccccn1
    11.8	-2.4	5.8	6.4	-6.6	26.4	0.3	-20.2	3.7
- Cc1cccc(Cn2c(=O)n(-c3ccc(CC(=O)NCc4ccco4)cc3)c(=O)c3sccc32)c1
    13.0	-4.7	6.3	-11.6	17.3	18.4	-1.4	7.6	-4.2
